# F508del corr: correctors of CFTR F508del function in bronchial epithelial cells. 0.36% of 350,000 active. CFBE cells, YFP halide quenching; stimulated with forskolin plus potentiator P3; % fluorescence drop versus neutral controls. AID 720511. activity (quench increase), % at 7.58 µM;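 active = mean added fluorescence quench of at least 8% versus neutral control, with both replicates also reaching 8%; inconclusive = only one of the mean or replicate conditions met; inactive = mean below 8% and not both replicates reaching 8%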;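 also: cells transiently co-express mutant CFTR-F508del with the halide-sensitive YFP; corrector assay measuring rescue of mutant channel to the surface after 24 h compound exposure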
# RAD52 anneal inh: blocks human RAD52 DNA annealing | 0.46% of 360,000 active | P43351 | recombinant RAD52 DNA annealing, FRET fluorescence | inhibition, % at 18.7 µM | AID 651710;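 active = every replicate showing at least 50% inhibition; inconclusive = mean inhibition at least 50% but not in every replicate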
# Target sequence (P43351 whole entry, looked up): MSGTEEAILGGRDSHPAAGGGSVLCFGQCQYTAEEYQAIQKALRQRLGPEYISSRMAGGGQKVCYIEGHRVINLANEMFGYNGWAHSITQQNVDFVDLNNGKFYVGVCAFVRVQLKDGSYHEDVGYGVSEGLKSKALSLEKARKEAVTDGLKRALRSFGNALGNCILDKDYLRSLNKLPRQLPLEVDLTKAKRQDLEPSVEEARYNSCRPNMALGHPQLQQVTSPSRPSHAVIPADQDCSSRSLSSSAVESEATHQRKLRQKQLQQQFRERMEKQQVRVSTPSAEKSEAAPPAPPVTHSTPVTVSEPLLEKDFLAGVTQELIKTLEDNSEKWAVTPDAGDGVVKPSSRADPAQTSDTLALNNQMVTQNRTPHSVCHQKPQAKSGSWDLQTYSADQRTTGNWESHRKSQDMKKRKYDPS
# RAD54 inh: blocks human RAD54 Holliday junction branch migration; Q92698; inhibition, % at 10.4 µM; FAM/BHQ fluorescence; 0.14% of 360,000 active;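 active = mean normalized replicate activity at least 40 and at least half of replicates scoring 40 or more; inconclusive = only one of the two criteria met; inactive = mean below 40 and under half of replicates reaching 40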;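 also: 0% = median of neutral control wells and 100% = median of positive control wells; inhibitors cause a drop in the FAM fluorescence signal; in these data hits start at about 50%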
# DENV2 CPE: DENV2-induced cell death inhibition | DENV2-infected cells, cytopathic effect rescue, plate reader | 1.7% of 350,000 active | CPE inhibition, % at 9.99 µM; in the data active = CPE inhibition above about 20%, passing the limit was not always enough; inconclusive = no clear call, values can overlap the other calls; tested in BHK-21 cells;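 also: 0% = median of neutral control wells and 100% = median of positive control wells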
# INS-1E GSIS act: GLuc luminescence reporter in INS-1E cells, primary screen for activators of glucose-dependent secretion of insulin; 0.61% of 370,000 active; activation, % at 16.6 µM; INS-1E GLuc reporter insulin secretion, 2-3 h; AID 743287;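 active = lowest replicate activation of at least 40%, so every replicate reaches that level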;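 also: 0% = median of neutral control wells and 100% = median of IBMX positive control wells; some compounds called inactive have numbers as strong as hits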
# E-sel inducer: induces E-selectin expression in human endothelial cells; 0.37% of 260,000 active; P16581; AID 686992; HUVEC E-selectin immunofluorescence imaging; normalized: neutral wells 0, TNF-alpha wells 100; activation, % at 7.58 µM;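 active = mean E-selectin-positive cell signal at least 10% of the positive control, reached in at least 60% of replicates, without over 20% cell loss; inconclusive = no rule given, readout overlaps actives, possibly toxicity-flagged; inactive = the rest, including those meeting only one limit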;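 also: in these data hits start at about 27%; measured in HUVEC primary endothelial cells; signal is the percent of cells scored E-selectin positive by PE staining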
# Target sequence (P16581 whole entry, looked up): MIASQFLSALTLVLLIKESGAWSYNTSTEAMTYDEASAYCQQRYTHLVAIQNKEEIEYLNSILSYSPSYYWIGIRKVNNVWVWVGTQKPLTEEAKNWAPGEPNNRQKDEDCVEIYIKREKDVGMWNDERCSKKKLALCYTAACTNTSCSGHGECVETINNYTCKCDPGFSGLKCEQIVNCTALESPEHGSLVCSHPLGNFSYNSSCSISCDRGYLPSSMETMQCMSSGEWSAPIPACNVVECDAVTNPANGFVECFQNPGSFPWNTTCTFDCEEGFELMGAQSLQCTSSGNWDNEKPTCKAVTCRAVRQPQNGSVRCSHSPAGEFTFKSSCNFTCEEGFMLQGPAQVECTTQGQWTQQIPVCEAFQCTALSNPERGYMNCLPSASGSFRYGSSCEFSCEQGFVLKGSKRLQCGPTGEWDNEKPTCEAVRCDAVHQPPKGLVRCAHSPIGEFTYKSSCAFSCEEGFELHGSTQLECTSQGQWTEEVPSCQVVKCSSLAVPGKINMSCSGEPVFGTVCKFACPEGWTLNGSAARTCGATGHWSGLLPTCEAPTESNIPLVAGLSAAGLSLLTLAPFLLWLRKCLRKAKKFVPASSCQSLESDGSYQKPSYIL
#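 assay system = HUVEC, human umbilical vein endothelial cells | input = 3,000 HUVEC seeded per well | medium = EGM-2 growth medium on 0.1% gelatin-coated wells | dosing = one compound dose added by pin transfer | signal = immunofluorescence imaging | read-out basis = % PE-positive cells | control set = TNF-alpha, DMSO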
# XiGFP reactiv: reactivates the inactive X chromosome in mouse fibroblasts. AID 743238. activation, % at 7.58 µM. XiGFP mouse fibroblasts, % GFP-positive cells imaging, 3 d; cells co-treated with 5-aza-dC sensitizer; scaled so ellipticine positive control = 100%. 0.055% of 360,000 active;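 active = mean normalized replicate activation at least 10% and every replicate at or above 10%; inconclusive = only one of the two criteria met; inactive = mean below 10% and not all replicates reach 10%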;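 also: 0% = median of on-plate neutral control wells and 100% = ellipticine 6 µM median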
#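 material = 68-5-11 XiGFP fibroblast line | medium = DMEM plus 5-aza-dC sensitizer | schedule = 3 days compound exposure | benchmarks = positive control ellipticine, 6 µM final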
# Casp6 inh: inhibitors of human caspase-6 | P55212 | purified caspase-6, Z-VEID-R110 cleavage fluorescence | inhibition, % at 12.5 µM | 0.53% of 350,000 active;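 active = mean inhibition across replicates at least about 35%, with every replicate also reaching that limit, limit read from the data; inconclusive = only one of the two criteria met; inactive = neither criterion met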;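 also: 0% = median of neutral control wells and 100% = no fluorescence left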
# Starred values were filed as active, the others as inactive; ? = inconclusive; . = no result given; & = joins results of further samples.
SMILES,F508del corr,RAD52 anneal inh,RAD54 inh,DENV2 CPE,INS-1E GSIS act,E-sel inducer,XiGFP reactiv,Casp6 inh
Cc1cc(C)cc(C(=O)NCC(=O)OCC(=O)NC2CC2)c1,0.8,-7,5,6,9,-0.1,0.2,-2
COc1ccc(-c2nnc(SCC(=O)N3CCCC3)o2)cc1,1.0,-1,.,10,.,0.6,0.0,1
C[C@H](CO)N1C[C@H](C)[C@H](CN(C)Cc2cccnc2)Oc2ncc(C3=CCCCC3)cc2C1=O,-0.2,21,2,1,5,-1.2,-0.5,-2
CO[C@H]1CN(C)C(=O)c2cc(NC(=O)C3CCC3)ccc2OC[C@H](C)N(C)C[C@H]1C,-2.1,-4,0,-2,6,-0.3,-0.7,.
N/C(=N\OC(=O)CSc1ccccc1)c1ccncc1,-0.4,-7,-4,0,-16,0.0,-0.1,-2
O=C(C1CCCC1)N1C[C@H]2[C@@H](c3ccccc31)[C@H](CO)N2C(=O)c1ccccc1,-0.2,-6,-1,-10,1,0.1,0.0,-2
COC(=O)CNC(c1ccccc1)c1cc(Cl)ccc1NC(=O)c1cccc(Cl)c1 (configuration not stated),4.8,-1,0,?,-18,1.6,0.2,-2
Cc1ccc(C)c(N2CCN(C(=O)CCc3nc(-c4ccc(Br)cc4)no3)CC2)c1,-2.2,0,9,9,11,0.0,0.0,.
C[C@H]1CN([C@@H](C)CO)C(=O)CCCn2cc(nn2)CO[C@H]1CN(C)C(=O)Nc1ccc(F)cc1,3.1,8,20,-1,2,0.4,-0.4,1
CCCCCC/C(C=O)=C\c1ccccc1,0.3,-5,-8,-3,5,.,.,-3
CSCC[C@H](NC(=O)c1cccs1)C(=O)N1CCC2(CC1)NCCc1[nH]cnc12,-1.1,1,1,-5,4,.,0.1,-3
CO[C@@H]1CN(C)C(=O)c2cc(NC(C)=O)ccc2OC[C@@H](C)N(Cc2ccccc2F)C[C@H]1C,0.7,-2,7,10,-11,-0.1,0.3,1
COc1ccccc1S(=O)(=O)N1CC[C@@H]2[C@H]1c1cc(-c3ccccc3F)ccc1N[C@@H]2CO,-1.2,33,-8,1,-6,0.6,0.0,0
COc1ccc(/C=C2\SC(=S)N(CCC(=O)N3CCCCC3)C2=O)cc1,1.4,-21,-2,14,16,0.2,0.2,-1
Cc1ccc(CSc2nnc(-c3ccncc3)o2)c(C)c1,.,5,1,0,4,.,0.0,-2
C[C@H]1CN([C@@H](C)CO)C(=O)c2cccc(NC(=O)Nc3cccc4ccccc34)c2O[C@H]1CN(C)C(=O)Nc1ccc(F)cc1,1.2,11,11,6,-28,-2.4,0.3,0
NNC(=O)COc1ccc(F)cc1,.,-6,.,4,-26,0.2,0.1,1
Cc1ccccc1S(=O)(=O)N1CC(=O)N2[C@H](CO)[C@@H](c3ccc(C#CCN(C)C)cc3)[C@H]2C1,3.1,0,.,43*,-4,0.0,0.0,15
Cc1cccc(Oc2cc([N+](=O)[O-])cc3c2C(=O)Nc2ccccc2O3)c1,5.0,-98,.,-1,16,-0.9,0.4,-3
Cc1noc(C)c1NC(=O)N(C)C[C@@H]1Oc2ncc(C#CCC(C)C)cc2C(=O)N([C@@H](C)CO)C[C@H]1C,-3.3,5,1,-6,11,-0.2,-0.7,2
COCCn1c(C)cc(C(=O)CSc2nc3ccccc3c(=O)n2C(C)COC)c1C (configuration not stated),3.2,-8,.,-3,6,.,0.2,2
CCC(=O)N1CC2(C1)CN(C(=O)Cc1ccccc1)[C@H](CO)c1c2c2ccc(OC)cc2n1C,-1.9,2,.,5,-3,-0.4,0.1,.
Cc1cc(C(=O)Nc2ccc3c(c2)OCCO3)c2ccccc2n1,-0.4,-13,.,-1,-1,3.6,0.0,1
CCN(C[C@H]1N[C@@](Cc2ccccc2)(C(=O)OC)[C@H]2C(=O)N(Cc3ccccc3)C(=O)[C@@H]12)S(=O)(=O)c1ccc(F)cc1,3.3,-18,-2,11,-9,0.0,-0.1,-3
COc1cc(NC(=O)c2onc(C)c2Cl)c(OC)cc1Cl,-2.5,15,-7,2,1,0.3,0.0,1
CN1C[C@@H]2[C@@H]3C(=O)N(Cc4ccccc4)C(=O)[C@@H]3[C@](Cc3ccccc3)(C1=O)N2C(=O)c1ccc(C(F)(F)F)cc1,0.2,-85,-5,-12,-36,-0.1,0.4,2
COc1ccc(NC(=O)N(C)C[C@H]2Oc3ccc(NC(=O)c4ccncc4)cc3C(=O)N([C@H](C)CO)C[C@@H]2C)cc1,-1.1&-2.6,-7&-23,-10&16,-6&-1,10&15,2.0&0.2,0.4&0.0,0&1
COc1ccc2c(CC(=O)Nc3cccc(S(=O)(=O)N4CCOCC4)c3)coc2c1,.,.,3,.,-22,-1.4,-0.1,.
CC(=O)Nc1ccc(N(C(=O)CNC(=O)c2ccco2)C(C(=O)NCc2ccco2)c2ccccc2)cc1 (configuration not stated),2.1,3,-1,2,-3,0.4,-0.2,0
O=S(=O)(N[C@@H]1CC[C@H](CCn2cc(C3(O)CCCC3)nn2)O[C@H]1CO)c1ccc(Cl)cc1,1.0,-40,-6,14,6,2.3,0.1,2
COc1ccccc1C(=O)n1nc(-c2cccnc2)nc1NCc1ccccc1,3.7,-9,2,18,-19,-0.3,1.6,4
COc1ccc(OC)c(C2=NOC(C(=O)NCc3cccs3)C2)c1 (configuration not stated),0.8,-6,.,2,-7,3.2,0.0,-1
Cc1ccc(NC(=O)CN2CCN(CCN=CC3=C(O)CC(c4ccc(C)cc4)CC3=O)CC2)cc1 (configuration not stated),-0.4,-16,.,4,-8,1.9,-0.1,-3
Cc1sc2nc(COC(=O)C(NC(=O)c3ccc(Cl)cc3Cl)C(C)C)[nH]c(=O)c2c1C (configuration not stated),.,-163,-19,-6,-3,-1.5,0.0,0
COc1cccc(-c2ccc3c(c2)[C@@H]2[C@@H](CCN2C(=O)c2ccc4c(c2)OCO4)[C@H](CO)N3C)c1,1.5,-6,-3,-21,-24,-0.5,0.1,-2
COc1ccccc1-c1nnc(NC(=O)c2ccc(S(=O)(=O)N3CCOCC3)cc2)o1,-1.5,-26,8,5,13,0.0,0.0,-1
COc1cc(OC)cc(C(=O)Nc2nnc(-c3cccnc3)o2)c1,1.5,-7,.,1,26,0.6,-0.1,0
CCOC(=O)c1ccc(-c2ccc3c(c2)CCC3)nc1C,.,2,-23,0,-26,0.7,0.5,1
CC1C(=O)N2CCCc3cc(S(=O)(=O)NCc4ccc(Cl)cc4)cc1c32 (configuration not stated),4.7,-9,13,4,4,.,-0.1,5
O=C(Nc1ccc(F)cc1)N1CC(=O)N2[C@H](C1)[C@@H](c1ccc(Br)cc1)[C@@H]2CO,-1.1,-12,.,10,-17,-0.5,-0.1,9
COC(=O)C[C@H]1CC[C@@H]2[C@@H](COc3ccc(NC(=O)c4cccs4)cc3C(=O)N2C)O1,-1.3,.,-13,-2,1,-0.1,0.3,.
O=C(NCc1ccccn1)[C@@H]1[C@@H](CO)[C@@H]2Cn3c(cccc3=O)[C@H]1N2CC1CCCC1,2.4,-11,.,?,10,0.5,-0.1,-1
CC(C)NC(=O)N(C)C[C@@H]1Oc2ccc(NC(=O)Cc3ccccc3)cc2CC(=O)N([C@@H](C)CO)C[C@@H]1C,-2.3,13,-2,-1,0,0.0,0.1,-1
Cc1cccc(NC(=O)N2CCC(C(=O)c3ccc(F)cc3)CC2)c1,1.1,-12,-4,0,-37,.,0.1,1
Cc1noc(C)c1S(=O)(=O)N(C)C[C@@H]1OCCCC[C@@H](C)Oc2ccc(NC(=O)CCCN(C)C)cc2C(=O)N([C@H](C)CO)C[C@@H]1C,-1.1,-5,7,-4,26,-0.1,0.1,2
CN(C)/N=C/C=C1\CCC/C(=C\c2ccc(F)c(F)c2)C1=O,-5.5,-37,.,-4,3,-0.2,-0.1,0
C[C@@H]1CN([C@H](C)CO)C(=O)c2cc(C#Cc3ccccn3)cnc2O[C@H]1CN(C)CC1CCOCC1,-3.0,-29,4,-1,17,0.1,-0.4,2
CN(CC(=O)Nc1ccc(Cl)c(C(F)(F)F)c1)C(=O)c1ccc(S(=O)(=O)N2CCOCC2)cc1,-6.0,-23,4,-6,-44,1.3,0.7,-3
CCN(CC)CC(O)CNc1ccnc2c(Cl)ccc(Cl)c12 (configuration not stated),-2.5,14,.,-3,17,0.0,0.2,-4
O=C(OCc1c(-c2ccccc2)ncc2ccccc12)c1ccc(Br)cc1,2.6,-6,-9,3,24,0.1,0.0,-4
# Next part.
SMILES,F508del corr,RAD52 anneal inh,RAD54 inh,DENV2 CPE,INS-1E GSIS act,E-sel inducer,XiGFP reactiv,Casp6 inh
COc1cccc(C(=O)Nc2ccc3c(c2)OC[C@H](C)N(C)C[C@@H](C)[C@H](OC)CN(C)C3=O)c1,-0.7,-14,0,-4,6,0.4,-0.3,-3
Cc1ccc(C(=O)NNC(=O)CCCCC(=O)NNC(=O)c2ccc(C)cc2)cc1,-1.2,-4,-5,0,0,.,0.1,-1
COc1cccc(NC(=O)C[C@H]2CC[C@@H]3[C@@H](COc4ccc(NC(=O)c5ccccc5F)cc4C(=O)N3C)O2)c1,1.4,-7,2,3,-8,0.2,0.1,-3
CCOc1ccc(NC(=O)COc2ccc(C(=O)NC(C)c3ccc(S(N)(=O)=O)cc3)cc2OC)cc1 (configuration not stated),0.0,-4,6,10,-4,-1.7,0.2,-1
CCc1nnc(NC(=O)CC23CC4CC(CC(C4)C2)C3)s1,1.1,-8,5,3,.,.,0.0,-4
C[C@H](CO)N1C[C@H](C)[C@@H](CN(C)C(=O)c2ccccc2)OCCCC[C@H](C)Oc2ccc(NC(=O)Nc3ccccc3)cc2C1=O,1.3,-10,-14,-9,-18,.,0.0,-1
CCOc1c(OC(C)=O)ccc(/C=C/c2ccc3cccc(OC)c3n2)c1[N+](=O)[O-],4.1,-10,1,0,-2,1.5,0.1,0
C[C@H](CO)N1C[C@H](C)[C@H](CN(C)CC2CC2)Oc2ccc(NC(=O)CCC(F)(F)F)cc2CC1=O,3.3,11,-9,21*,8,-0.1,0.2,-1
C[C@@H]1CN([C@H](C)CO)C(=O)c2cc(NS(=O)(=O)c3ccccc3)ccc2O[C@@H](C)CCCCO[C@@H]1CN(C)C(=O)CCCN(C)C,-1.2,0,2,1,16,0.4,0.3,-2
Cn1nc([N+](=O)[O-])nc1Sc1nnnn1-c1ccc(C(=O)O)cc1,0.5,-12,.,9,4,-2.9,0.0,4
CC1CCCCC1NC(=O)c1nn(C)c2c1CS(=O)(=O)c1ccccc1-2 (configuration not stated),4.0,-1,-4,5,-4,-0.1,0.0,2
CCOC1=C2CN(S(=O)(=O)c3ccc(C)cc3)C(c3ccc(C)cc3)CC2N(S(=O)(=O)c2ccc(C)cc2)C(c2ccccc2)C1 (configuration not stated),0.1,-12,.,-14,12,-0.3,0.1,-1
O=C(C[C@H]1CC[C@@H](NC(=O)C2CCOCC2)[C@@H](CO)O1)NCC1CCCCC1,2.5,2,1,-7,6,0.2,0.1,3
O=C(Nc1cccc(-n2cnnn2)c1)c1ccc(Cl)cc1Cl,-2.6,-18,-12,-1,6,.,0.1,-4

# Source: PubChem
